Bioassay records as filed in PubChem.
PHOSPHO1 block – blocks human PHOSPHO1 phosphatase activity; Q8TCT1; recombinant PHOSPHO1, absorbance phosphatase assay; inhibition, % at 13.3 µM; 290,000 compounds, 1.1% hits; in the data active = inhibition above about 60%
Target sequence (Q8TCT1 whole entry, looked up): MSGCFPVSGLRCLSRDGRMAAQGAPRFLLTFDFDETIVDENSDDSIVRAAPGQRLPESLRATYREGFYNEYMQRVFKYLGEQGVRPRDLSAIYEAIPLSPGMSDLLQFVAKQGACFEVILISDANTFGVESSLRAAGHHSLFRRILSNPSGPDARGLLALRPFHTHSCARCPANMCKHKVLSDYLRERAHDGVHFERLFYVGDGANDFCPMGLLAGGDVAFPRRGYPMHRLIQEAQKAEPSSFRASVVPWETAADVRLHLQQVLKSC
IMP-1 inhibitor – blocks Pseudomonas aeruginosa IMP-1 metallo-beta-lactamase; inhibition, % at 5.6 µM; 290,000 compounds, 0.45% hits; purified IMP-1, nitrocefin hydrolysis, epi-absorbance fluorescence;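 active = inhibition above the mean plus 3 SD of all compounds in the same screening run, cut at about 4.5% in these data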;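 also: 0% = IMP-1 with DMSO and 100% = DMSO wells lacking enzyme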
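System: purified IMP-1; amount: IMP-1 0.2 nM before substrate addition; compound: single dose, 5.6 µM; times: 25 °C, 15 min preincubation, 25 min reaction; signal: Epi-absorbance via hydrolysed-nitrocefin quenching of white-plate fluorescence, 480/530 nm, EDTA stop; benchmarks: DMSO with and without IMP-1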
IDE cell inh – inhibitors of human insulin-degrading enzyme in cells | 320,000 compounds, 0.41% hits | inhibition, % at 5.59 µM | HEK cells, FAbetaB cleavage, fluorescence polarization | P14735;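 active = percent inhibition above the average of all tested compounds plus 3 SD, set per screening campaign, cut at about 16% in these data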;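 also: IDE supplied by intact live HEK cells; FP after avidin binding of uncleaved biotin substrate so inhibition keeps polarization high; 0% = DMSO wells and 100% = 60 µM reference IDE inhibitor Ii1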
VIM-2 inhibitor – blocks Pseudomonas aeruginosa VIM-2 metallo-beta-lactamase. purified VIM-2, nitrocefin hydrolysis, epi-absorbance fluorescence. AID 1527. 290,000 compounds, 0.89% hits. inhibition, % at 5.6 µM;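 active = inhibition above the mean of all tested compounds plus 3 SD, cutoff set per screening run, cut at about 7.5% in these data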;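 also: red hydrolysis product quenches plate fluorescence so inhibitors raise well fluorescence; 0% = enzyme with DMSO and 100% = DMSO without enzyme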
GPR7 antagonist – antagonists of human GPR7 (neuropeptides B/W receptor 1). P48145. GPR7-expressing cells, fluorescence antagonist assay. inhibition, % at 4.4 µM. 290,000 compounds, 1.1% hits. AID 1861; in the data active = inhibition above about 16%, passing the limit was not always enough;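 also: cells stimulated with the agonist NPW; 0% = agonist with vehicle and 100% = vehicle without agonist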
Target sequence (P48145 whole entry, looked up): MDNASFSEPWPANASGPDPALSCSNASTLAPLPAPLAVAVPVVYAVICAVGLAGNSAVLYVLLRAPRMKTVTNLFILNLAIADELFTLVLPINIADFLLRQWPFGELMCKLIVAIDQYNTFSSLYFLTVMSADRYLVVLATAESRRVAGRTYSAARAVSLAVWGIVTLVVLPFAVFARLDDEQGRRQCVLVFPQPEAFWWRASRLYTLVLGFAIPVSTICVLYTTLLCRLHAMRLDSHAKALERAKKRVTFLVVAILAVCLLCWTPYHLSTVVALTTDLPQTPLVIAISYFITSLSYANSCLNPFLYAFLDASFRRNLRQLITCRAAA
PfM18AAP inh – blocks P. falciparum M18 aspartyl aminopeptidase. inhibition, % at 7.35 µM. recombinant PfM18AAP, H-Glu-NHMec fluorogenic cleavage. 290,000 compounds, 1.2% hits;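 active = inhibition above the campaign mean inhibition over all tested compounds plus 3 SD, cut at about 28% in these data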;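 also: 0% = plate median of test compound wells and 100% = 2 mM ZnCl2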
IDE cell activ – IDE (human) activation, cell-based. P14735. HEK cells, FAbeta-B cleavage, fluorescence polarization; 0% vehicle, 100% cell-free pure enzyme wells. 340,000 compounds, 0.073% hits. activation, % at 5.96 µM;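 active = activation above the mean of all tested compounds plus 3 SD, set per screening campaign, cut at about 17% in these data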
NALP1 yeast inh – NALP1 inhibition. S. cerevisiae NALP1/ASC/caspase-1 growth, X-gal OD620, 72 h. inhibition, % at 10 µM. 280,000 compounds, 0.61% hits; in the data active = inhibition mostly above about 24%, no sharp cut-off; inactive = mostly below about 32%; also: some compounds called inactive have numbers as strong as hits
p-CIP stab down – compounds decreasing mouse p/CIP protein stability; decrease of EGFP signal, % at 10 µM; Q05BA5; F442A p/CIP-EGFP cells, EGFP fluorescence, 16 h; 290,000 compounds, 0.01% hits; AID 1984;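 active = EGFP signal decrease of at least 30% at 10 µM or well 3 SD below plate mean, unless failing retest; inactive = the rest, including hits failing retest or dose response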; also: some compounds called inactive have numbers as strong as hits; many of its hits are not listed in these tables
* marks the source's active call; other numbers are inactive results; x = no result given.

SMILES	PHOSPHO1 block	IMP-1 inhibitor	IDE cell inh	VIM-2 inhibitor	GPR7 antagonist	PfM18AAP inh	IDE cell activ	NALP1 yeast inh	p-CIP stab down
Cn1cc(CN2CCC(C(O)c3cccs3)CC2)c(-c2cccc(Cl)c2)n1 (centres undefined)	9	-1.3	1	-4.0	10	4	1	13	3
COc1ccccc1-n1c(N)c(C(N)=O)sc1=S	-92	-1.2	0	-3.1	-7	12	5	24	-8
Cc1nn(-c2ccccc2)c2sc(C(=O)NNC(=O)COc3ccccc3)cc12	7	-3.3	0	-3.5	-2	12	-3	-1	-3
COc1ccc(/C=C(\NC(=O)c2ccc([N+](=O)[O-])cc2)C(=O)NCCCn2ccnc2)cc1	24	0.7	5	-4.1	-7	-6	-1	-19	-4
Cc1c(C)c(C)c(S(=O)(=O)NCCc2ccncc2)c(C)c1C	15	-1.7	0	-0.5	-5	0	3	13	4
COc1ccc(OC)c(NC(=O)CC(NCCC2=CCCCC2)C(=O)O)c1 (centres undefined)	34	-3.6	x	-3.0	-18	3	x	10	10
CCn1c(COc2ccc(C)cc2)nnc1SCC(=O)NCc1ccco1	32	0.3	5	1.7	24*	-11	2	2	-20
CCOc1cc(CNC2CCCC2)cc(Cl)c1OCc1ccc(F)cc1	1	-0.4	-1	-2.5	25*	-4	9	97*	9
Cc1cc(N=Cc2cc(Cl)ccc2O)no1	1	-4.8	-2	-3.2	-10	-2	7	15	2
CCCCNC(=O)c1cc2c(=O)n3cccc(C)c3nc2n(Cc2ccncc2)c1=N	10	-2.5	8	0.7	-19	2	-19	22	-3
CCN1C(=O)C(c2ccc(O)cc2)(c2ccc(O)cc2)c2ccccc21	48	-2.5	2	-6.0	-11	-3	10	-3	-7
O=C(NCc1ccco1)c1cccc(NS(=O)(=O)c2ccccc2F)c1	5	-1.0	0	-2.2	-7	-2	1	23	-6

A different layout for part of the listing above:
Below each SMILES: PHOSPHO1 block | IMP-1 inhibitor | IDE cell inh | VIM-2 inhibitor | GPR7 antagonist | PfM18AAP inh | IDE cell activ | NALP1 yeast inh | p-CIP stab down
> CCN1C(=O)C(c2ccc(O)cc2)(c2ccc(O)cc2)c2ccccc21
→ 48 | -2.5 | 2 | -6.0 | -11 | -3 | 10 | -3 | -7
> O=C(NCc1ccco1)c1cccc(NS(=O)(=O)c2ccccc2F)c1
→ 5 | -1.0 | 0 | -2.2 | -7 | -2 | 1 | 23 | -6

New compounds follow.
SMILES	PHOSPHO1 block	IMP-1 inhibitor	IDE cell inh	VIM-2 inhibitor	GPR7 antagonist	PfM18AAP inh	IDE cell activ	NALP1 yeast inh	p-CIP stab down
CSc1ccc(CN2CCC(n3nccc3NC(=O)CCCc3ccccc3)CC2)cc1	17	-1.7	-2	-2.5	-7	0	4	7	-6
O=C(Cc1cc(=O)[nH][nH]1)N/N=C/c1c(F)cccc1Cl	28	-1.4	2	-0.1	-7	5	-2	3	13
O=C(Cn1c(=O)oc2ccccc21)Nc1nc(-c2ccc(Br)cc2)cs1	11	-1.9	1	0.8	7	-4	3	17	-37
CCOC(=O)C1(CC)NC(c2ccc(OC)c(OC)c2)C2C(=O)N(c3cccc(C(C)=O)c3)C(=O)C21 (centres undefined)	-3	-4.0	1	-2.1	-15	0	7	2	-1
Cc1ccc(NC(=O)c2c(C)nc(Nc3nc4ccccc4o3)nc2C)cc1	-4	-3.1	6	-4.9	-9	-4	9	6	5
COc1ccccc1NC(=O)N(CCCN1CCOCC1)Cc1cc2cc3c(cc2[nH]c1=O)OCO3	24	x	4	x	x	x	-4	6	-4
O=C(CN1CCN(S(=O)(=O)c2ccccc2)CC1)NC(=O)NC1CCCCC1	0	-0.6	6	-1.7	0	-1	2	15	-9
O=C1Nc2ccccc2N=C(c2ccccc2)c2ccccc21	38	-3.6	-5	-4.0	-11	1	x	7	-5
COc1ccccc1CNC(=O)c1c(N)n(CCCN2CCOCC2)c2nc3ccccc3nc12	31	-3.6	x	1.7	10	5	0	12	-14
S=c1[nH]nc(Nc2cccc3ccccc23)s1	29	-2.4	9	-2.4	-17	15	x	-27	-13
CC(NCc1cccc(OCc2ccccc2)c1)C(O)c1ccccc1 (centres undefined)	47	-0.8	6	-1.9	5	5	1	-5	-8
CCOC(=O)C1CCN(C(=O)C2(NC(=O)Nc3ccc(F)cc3F)CCCCC2)CC1	18	-1.9	-1	-0.1	-9	2	4	6	1
CN1CCN(c2ccc(S(=O)(=O)N3CCCCC3)cc2NC(=O)c2ccc(F)cc2F)CC1	-13	-3.7	-1	-1.6	-7	2	4	11	-9
CCN(CC)CCNC(=O)c1ccc2c(c1NCCO)C(=O)c1ccccc1C2=O	7	-0.7	3	14*	-4	-1	x	10	36*
CN(CC(=O)Nc1ccccc1Br)C(=O)c1ccc(COc2ccccc2)cc1	27	-1.5	-3	-0.5	-7	-12	-1	7	3
Nn1c(SCc2ccccc2)nnc1C1CCCCC1	16	-0.8	-1	-2.9	-3	-3	6	30	-14
Cc1cc(C)c(S(=O)(=O)Nc2ncn[nH]2)cc1C	35	-2.3	0	-2.8	1	42*	1	-4	-6
CC(C)NCC(O)COc1ccc(CC(N)=O)cc1 (centres undefined)	-4	-1.6	1	-2.0	4	1	-2	x	3
Cc1ccnc2nc(C(=O)Nc3ccc(N4CCOCC4)cc3)nn12	50	-2.1	-2	0.5	-3	-6	3	x	-6
CC1=CC(C)(C)N(C(=O)CCl)c2cc(C)ccc21	30	-2.6	6	-6.1	1	0	1	-3	-8
O=C(COCc1cc(-c2ccc3c(c2)OCO3)on1)N1CCN(c2ccc(F)cc2)CC1	31	-1.7	-2	-1.4	-7	0	0	20	-3
CC(=O)Nc1ccc2nc(NC(=O)CCc3ccccc3)sc2c1	46	-2.9	3	-0.8	7	4	7	14	-1
COc1ccc(-n2nnnc2SC(C)C(=O)NCC(=O)Nc2ccc(F)c(F)c2F)cc1 (centres undefined)	-17	-1.7	1	-2.3	10	-11	1	29	-8
C/C(CC(=O)Nc1cccc(Br)c1)=N\NC(=O)c1ccc(O)cc1O	38	-3.0	2	-1.9	-5	26	-2	-4	-27
CCO/C=N/Nc1nc(C(F)(F)F)nc2c1cnn2Cc1ccccc1	28	-0.3	3	-5.6	-23	-1	3	-9	6
CCn1c(SCc2nc3ccccc3c(=O)[nH]2)nnc1-c1cccnc1	4	-3.6	1	-3.7	-11	4	-1	26	1
COC(=O)c1ccc(Cn2nnc3c(=O)[nH]c(C4CCCN(S(=O)(=O)c5ccccc5Cl)C4)nc32)cc1 (centres undefined)	49	-2.5	-1	-6.0	-2	2	4	1	-8
CC(=O)c1c(C)[nH]c(C(=O)Nc2cccc(C(F)(F)F)c2)c1C	45	0.7	-5	3.1	33*	-3	3	12	-6
CCc1csc(CCNC(=O)C2CCC(=O)N(Cc3ccccc3F)C2)n1 (centres undefined)	36	-3.3	1	-1.6	-16	3	-3	15	-6
C=CCn1c(SCC(=O)N2CCCC2)nc2cc(C(=O)NCC3CCCO3)ccc2c1=O (centres undefined)	23	0.0	-3	2.9	3	-3	-1	-4	3
COc1ccc(NC(=O)NCCN2C(=O)C3C4C=CC(C4)C3C2=O)cc1 (centres undefined)	2	-2.7	-2	-2.2	-8	1	6	17	-10
C=CCN=C1N[C@@H](c2ccccc2)C(C(=O)OC)=C(C)N1CC	-69	-0.9	1	1.3	-9	-3	3	16	-7
COc1ccc(SC[C@H](Cc2ccccc2)N2CCN(CCc3ccccc3)CCC2=O)cc1	18	x	6	x	x	x	4	-10	-6
COc1ccccc1N1CCN(Cc2ccsc2)CC1	11	-1.0	-5	1.2	5	1	3	5	-18
CC(C)c1ccccc1NC1=CC(=O)CC(C)(C)C1	-9	-1.4	-2	-0.3	12	-1	0	15	-4
CCOCC(=O)Nc1nnc(Cc2ccc(OC)c(OC)c2)s1	-10	-4.4	10	-4.0	-14	-17	5	12	3
CCN(CC)C(=O)N1CCN(S(=O)(=O)c2c(C)cc(C)cc2C)CC1	-10	-3.0	3	-1.1	11	-4	5	8	-22
O=C(c1ccccc1)c1cn[nH]c1-c1ccccc1O	0	-2.0	-1	-4.1	-9	11	5	-4	-2
COCCNC(=O)c1ccccc1NC(=O)C1COc2ccccc2O1 (centres undefined)	-24	-1.2	5	0.2	-1	-10	1	12	-16
O=[N+]([O-])c1ccc2c(c1N1CCCCC1)=NC1(CCCCC1)[N+]=2[O-]	-17	-2.2	3	-3.2	-17	0	3	0	-10
CC(C)C1N=C2c3ccccc3N=C(SCc3cc(=O)n4cc(Cl)ccc4n3)N2C1=O (centres undefined)	26	-2.7	0	0.6	-12	2	-5	0	-8
O=c1c2c3nc4ccccc4nc3n(/N=C/c3ccncc3)c2ncn1-c1ccccc1	36	-4.0	1	-2.4	-11	3	x	-40	0
CCc1ccc(C2C(C#N)=C(N)Oc3n[nH]c(CC(=O)OC)c32)cc1 (centres undefined)	-11	-0.7	7	-4.2	-4	-1	0	-17	8
COc1ccc(OC)c(NC(=O)c2nnn(CCc3ccccc3)c2N)c1	-5	-6.0	-3	-2.0	-7	0	7	-22	-2
CN(CCN1CCc2ccccc2C1)Cc1nc(-c2ccc3c(c2)OCO3)no1	27	-1.3	-4	-3.7	-12	2	2	4	-10
CCn1c(O)c(/C=C2\C=Nc3ccccc32)sc1=O	38	-3.4	4	-2.7	-9	4	2	-9	12
CN1CCN(C2=Cc3ccccc3Sc3cc(F)c(Cl)cc32)CC1	-6	-2.0	8	1.5	27*	9	2	1	-22
CCCNC(=O)c1ccc(-c2nc3ccccc3s2)s1	4	0.8	0	-1.8	2	6	-6	19	-4
CNC(=S)N/N=C/C1=CCC2CC1C2(C)C (centres undefined)	-5	-2.5	2	-7.3	-9	8	5	21	-14
CCOc1ncccc1C(=O)OCC(=O)Nc1ncc(C(F)(F)F)cc1Cl	0	-1.9	-3	0.1	-5	-8	4	10	-2
Cc1cc(C)nc(NS(=O)(=O)c2ccc(NC(=O)c3snnc3C)cc2)n1	44	-1.7	0	-3.5	-10	4	1	1	-11
CC1Cc2ccccc2N1C(=O)CCn1c(=O)oc2ccccc21 (centres undefined)	10	-4.8	1	-2.3	-4	-9	-1	26	2
Cc1cc(C)c(S(=O)(=O)N2CCOCC2)cc1NS(=O)(=O)c1cc(OCC(N)=O)c(C)cc1Cl	-7	-1.5	-4	0.9	-9	-14	-3	8	8
CCCOn1nnnc1-c1ccccc1	1	0.6	5	-0.3	-2	7	4	-9	-19
CCOc1[nH]n(-c2ccccc2)c(=O)c1C=Nc1ccc(Cl)cc1	41	-5.0	4	-0.8	7	-14	-1	11	-9
CCc1cc(C(=O)N2CCc3c([nH]c4ccccc34)C2c2ccc(OC)cc2F)no1 (centres undefined)	53	-2.2	3	-4.5	-8	6	3	3	-18
COc1cc([N+](=O)[O-])ccc1NC(=O)CC(C)C	2	-2.4	6	-3.0	-5	1	4	23	3
CCc1ccc(NS(=O)(=O)c2ccc3c(c2)CCN3C(=O)CCC(=O)O)cc1	14	-3.6	5	3.8	-1	0	1	5	0
CC(=O)Nc1ccc(S(=O)(=O)N2CCN(Cc3ccccc3[N+](=O)[O-])CC2)cc1	32	-3.2	4	-2.2	-2	4	4	9	7
COc1cc(/C=N/NC(=O)c2cc(-c3ccccc3)sc2N)cc(OC)c1OC	37	-3.8	9	-3.3	-6	15	x	x	-4
